# M1 ag – human M1 muscarinic receptor agonism. activation, % at 3 µM. hit rate 0.33% among 360,000. P11229. CHO-K1 hM1, Fluo-8 calcium fluorescence, agonist mode; 0% DMSO, 100% acetylcholine EC100;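 active = activation above the run's mean compound activation plus 3 SD, cut at about 16% in these data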;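 also: peak over basal fluorescence ratio within a 140 s kinetic read after compound addition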
# Target sequence (P11229 whole entry, looked up): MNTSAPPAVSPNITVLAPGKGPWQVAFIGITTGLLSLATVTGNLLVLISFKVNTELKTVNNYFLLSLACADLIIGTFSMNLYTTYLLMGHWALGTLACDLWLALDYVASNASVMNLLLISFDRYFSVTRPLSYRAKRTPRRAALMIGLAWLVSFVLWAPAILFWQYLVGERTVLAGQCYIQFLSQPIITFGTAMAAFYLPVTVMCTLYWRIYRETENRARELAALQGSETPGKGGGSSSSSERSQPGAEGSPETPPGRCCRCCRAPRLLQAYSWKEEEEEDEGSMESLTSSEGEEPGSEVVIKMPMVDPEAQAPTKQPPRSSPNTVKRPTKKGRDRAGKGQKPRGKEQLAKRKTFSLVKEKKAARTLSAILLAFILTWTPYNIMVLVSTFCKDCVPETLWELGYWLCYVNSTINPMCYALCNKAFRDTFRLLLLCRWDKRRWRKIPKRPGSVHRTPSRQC
# M4 antag – blocks acetylcholine activation of human M4 receptor; P08173; inhibition, % at 3 µM; CHO-hM4 cells, ACh EC80, Fluo-8 calcium fluorescence; hit rate 0.73% among 360,000;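 active = inhibition above its plate's cutoff, the mean inhibition of sample wells plus 3 SD, cut at about 27% in these data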;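 also: 0% = acetylcholine EC80 with DMSO and 100% = DMSO without agonist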
# Target sequence (P08173 whole entry, looked up): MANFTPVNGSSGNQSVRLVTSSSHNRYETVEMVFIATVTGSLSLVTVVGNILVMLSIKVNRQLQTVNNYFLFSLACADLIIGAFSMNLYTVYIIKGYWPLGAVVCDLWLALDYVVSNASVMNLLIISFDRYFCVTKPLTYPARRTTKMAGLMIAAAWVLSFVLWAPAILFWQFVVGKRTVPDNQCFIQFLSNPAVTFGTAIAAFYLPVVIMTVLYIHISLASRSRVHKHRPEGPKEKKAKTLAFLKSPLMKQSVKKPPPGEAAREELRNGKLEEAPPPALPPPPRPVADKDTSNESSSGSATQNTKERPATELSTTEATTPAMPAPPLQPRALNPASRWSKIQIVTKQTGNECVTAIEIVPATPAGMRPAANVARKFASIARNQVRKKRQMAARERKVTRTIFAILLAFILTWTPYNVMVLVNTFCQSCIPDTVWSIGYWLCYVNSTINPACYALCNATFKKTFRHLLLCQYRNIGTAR
# M5 antag – CHRM5 antagonism in calcium assay. inhibition, % at 3 µM. CHO-hM5 cells, Fluo-8 calcium fluorescence, ACh EC80. hit rate 0.59% among 360,000. P08912;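 active = inhibition above a per-plate cutoff, the mean of that plate's test compounds plus 3 SD, cut at about 27% in these data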;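 also: 0% = acetylcholine EC80 with DMSO and 100% = DMSO without agonist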
# CHRM4 agonist – agonists of human muscarinic M4 receptor (CHRM4) | P08173 | CHO-K1 hM4/Gqi5, Fluo-8 calcium fluorescence; vehicle 0%, full acetylcholine response 100% | activation, % at 3 µM | hit rate 0.14% among 360,000 | AID 624127;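 active = activation above the run mean over all test wells plus 3 SD, cut at about 32% in these data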;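 also: peak over basal fluorescence ratio per well then scaled between controls; 0% = DMSO wells and 100% = acetylcholine at EC100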
# M5 PAM – potentiates acetylcholine response at human M5 receptor | activation, % at 3 µM | P08912 | CHO-K1 hM5, Fluo-8 calcium, ACh EC20 PAM; 0% = ACh EC20, 100% = ACh EC100 | AID 624038 | hit rate 0.3% among 360,000;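 active = activation above the run cutoff, the mean activation of all test compounds plus 3 SD, cut at about 18% in these data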
#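 system = human M5 receptor in CHO-K1 cells | reagent = EC20 acetylcholine as agonist stimulus | compound dosing = single-point, 3 µM nominal | incubation = Fluo-8 loading 80 min at 37 °C plus 30 min room temperature | detection = Fluo-8 calcium dye fluorescence, kinetic read | benchmarks = low control EC20 acetylcholine (0%), high control EC100 acetylcholine (100%)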
# M5 ag – CHRM5 agonism in calcium assay | P08912 | CHO-K1 hM5 cells, Fluo-8 calcium fluorescence; 0% DMSO wells, 100% maximal acetylcholine response | activation, % at 3 µM | hit rate 0.19% among 360,000 | AID 624037;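 active = activation above the run's mean over test compounds plus 3 SD, cut at about 23% in these data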;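 also: signal is peak over basal fluorescence ratio across the kinetic read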
# CHRM1 PAM – human CHRM1 positive allosteric modulation; CHO-K1 hM1, Fluo-8 calcium fluorescence, ACh EC20; 0% = ACh EC20, 100% = maximal ACh; activation, % at 3 µM; hit rate 0.088% among 360,000; AID 588819; in the data active = activation above about 19%, passing the limit was not always enough
# TAAR1 ag – human TAAR1 agonism; Q96RJ0; CHO RD-HGA16 TAAR1, Fluo-8 calcium fluorescence; vehicle wells 0%, saturating PEA agonist 100%; activation, % at 3 µM; hit rate 0.99% among 360,000; AID 624467;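 active = activation above the mean activation of all test compounds in the run plus 3 SD, cut at about 38% in these data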
#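 Test system: RD-HGA16 (CHO) cells co-expressing Gα16 and hTAAR1 | Doses: Single dose, 3 µM | Schedule: 17-24 h seeding, 75 min 37 °C dye, 30 min RT | Evaluation: % activation from peak over basal fluorescence ratio, DMSO-to-PEA scaled | Technique: Kinetic Fluo-8 calcium fluorescence | Benchmarks: Low control DMSO, high control PEA (EC100)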
# CHRM1 antagonist – antagonists of human M1 muscarinic receptor. P11229. CHO-K1 hM1, Fluo-8 calcium fluorescence, ACh EC80 antagonist. inhibition, % at 3 µM. hit rate 1.3% among 360,000;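 active = percent inhibition above its own plate's cutoff, namely the mean of that plate's compound wells plus 3 SD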;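 also: peak over basal fluorescence ratio during 140 s after agonist addition; 0% = ACh EC80 plus DMSO and 100% = DMSO alone without agonist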
# Starred values were filed as active, the others as inactive; · = no result given.
SMILES,M1 ag,M4 antag,M5 antag,CHRM4 agonist,M5 PAM,M5 ag,CHRM1 PAM,TAAR1 ag,CHRM1 antagonist
COc1ccc2c(c1)C(c1ccccc1)NC(=O)C2 (stereo unspecified),-3,13,7,1,-3,6,-1,1,6
COc1cccc(-c2cc(C(=O)Nc3c(C)nn(Cc4ccccc4C)c3C)no2)c1,-6,-5,-1,8,0,-1,-6,7,-1
CN(CCS(=O)(=O)c1ccc(Cl)cc1)Cc1cccnc1,-3,-3,14,9,-8,-2,2,2,-2
Cc1ccc(C(=O)c2ccccc2C(=O)O)c(O)c1,1,2,3,-1,2,1,-2,6,-17
CCCCN1C(=O)C(=O)N(CC(=O)c2ccc3c(c2)CCCC3)C1=O,-4,-3,11,2,2,-2,6,0,6
COCCn1nc2cc(C(=O)NCC34CC5CC(CC(C5)C3)C4)ccc2c1OC,-4,-1,-3,3,3,6,2,0,7
CC(=O)Nc1cccc(N2CCCC2=O)c1,-2,5,3,0,-1,-1,0,2,-3
CC1=C(C(=O)OCCOC(C)C)C(c2cccnc2)C2=C(CCCC2=O)N1 (stereo unspecified),-4,-7,13,0,0,-2,13,1,-11
Cc1cc(C)nc(SCC(=O)Nc2ccc(N3CCOCC3)cc2)n1,-3,0,-4,2,3,2,-1,11,1
CCOC(=O)c1[nH]c(C)c(C(=O)Nc2ccc(C)c(F)c2)c1C,-9,17,10,2,-8,-7,-11,·,8
Cc1cccc(CC(=O)NCCS(=O)(=O)N2CCN(c3ccccc3)CC2)c1,10,-11,0,5,-1,1,17,0,-12
COc1ccc(NC2CCCN(C(=O)COc3ccc(C(C)=O)cc3)C2)cc1 (stereo unspecified),-4,8,8,1,-4,0,3,0,0
COc1cc(/C=N/NS(=O)(=O)c2ccc(C)cc2)ccc1OCc1cccc(C(=O)O)c1,-15,1,3,-1,6,-9,13,2,6
Cc1ccc(C(=O)C[n+]2cccc3ccccc32)cc1,-5,4,-6,1,1,-6,4,8,-31
Cc1ccc(NC(=O)CCS(=O)(=O)c2cccc3nonc23)c(Br)c1,-5,2,16,1,-2,-3,8,-2,-11
CCOC(=O)[C@@H]1[C@H]2COc3ccc(Br)cc3[C@@H]2N2C(=O)N(c3ccc(F)cc3)C(=O)[C@]12C,-8,-2,6,1,6,-2,9,6,0
CCc1nc(SCC(=O)OC)c2c3c(sc2n1)COC(C)(C)C3,-10,2,12,1,-2,-3,-4,5,2
COc1ccc(NC(=S)N(Cc2cccc(Br)c2)CC2CCC(C(=O)O)CC2)cc1 (stereo unspecified),-2,9,4,0,11,0,8,4,-3
Nc1ccn([C@@H]2O[C@H](C(=O)N3CCSC3)[C@@H](O)[C@H]2O)c(=O)n1,-2,-2,5,1,-3,-1,3,1,-12
CCN1CCN(c2ccc(S(=O)(=O)N3CCCCC3)cc2NC(=O)c2ccc(C)o2)CC1,-5,-5,-6,0,9,2,6,·,-5
Cc1oc2ccc(OC(=O)COc3c(F)c(F)c(F)c(F)c3F)cc2c1C(=O)OC(C)C,-5,8,-3,0,-2,0,-4,0,8
O=C(N/C(=C\c1ccc(F)cc1)C(=O)N1CCCCCC1)c1ccccc1,-3,4,-1,3,9,16,3,1,-1
O=C(C[C@@H]1C/C=C\C[C@H](Cc2ccc(F)cc2)C(=O)OCCNC1=O)NCCO,2,11,8,1,11,5,13,14,-20
Cc1cccc(-n2c(C)cc(C(=S)N3CCOCC3)c2C)c1C,-8,-3,3,1,2,-4,5,-2,-11
Cc1cccc(OCC(O)Cn2c(=N)n(CCN3CCCCC3)c3ccccc32)c1 (stereo unspecified),-5,5,3,9,-3,-6,-8,4,5
OC(c1cccnc1)c1nc(-c2cccc(F)c2)cs1 (stereo unspecified),0,-1,-2,3,1,3,3,2,-10
CCn1c(C)[n+](CCOC(C)=O)c2cc(Cl)c(Cl)cc21,-7,-4,6,2,-3,-6,6,0,-3
CN1C(=O)[C@H]2[C@@H](/C=C/c3ccccc3)N3C(=O)CN(Cc4ccccc4)C(=O)[C@@]3(C)[C@H]2C1=O,-3,6,6,2,5,-1,4,0,-12
Cc1ccc(-c2cc(C(=O)N/N=C/c3c(C)nn(-c4ccccc4)c3C)[nH]n2)cc1,-2,-9,6,8,-8,-5,-5,9,9
O=C(Nc1ccc(Cl)cc1Cl)c1ccc2ncsc2c1,0,-8,3,6,-3,1,0,-1,0

# One compound at a time, from the list above. Order of screens: M1 ag, M4 antag, M5 antag, CHRM4 agonist, M5 PAM, M5 ag, CHRM1 PAM, TAAR1 ag, CHRM1 antagonist
# Record of O=C(Nc1ccc(Cl)cc1Cl)c1ccc2ncsc2c1 : 0, -8, 3, 6, -3, 1, 0, -1, 0
# Record of Cc1cccc(OCC(O)Cn2c(=N)n(CCN3CCCCC3)c3ccccc32)c1 (stereo unspecified) : -5, 5, 3, 9, -3, -6, -8, 4, 5
# Record of OC(c1cccnc1)c1nc(-c2cccc(F)c2)cs1 (stereo unspecified) : 0, -1, -2, 3, 1, 3, 3, 2, -10

# Next part.
SMILES,M1 ag,M4 antag,M5 antag,CHRM4 agonist,M5 PAM,M5 ag,CHRM1 PAM,TAAR1 ag,CHRM1 antagonist
Cc1[nH]c2ccc3ncccc3c2c1C,-5,-10,-6,2,-1,-3,12,6,-22
CN(C(=O)CSc1nnc(C2CC2)n1-c1ccccc1)C1CCS(=O)(=O)C1 (stereo unspecified),-1,-6,0,0,-3,2,19,-2,-8
O=C(CCN=C1NS(=O)(=O)c2ccccc21)OCc1nnc(-c2ccc([N+](=O)[O-])cc2)o1,-5,5,2,2,6,-1,4,0,-6
CC1CCc2[nH]c3ccc(C(=O)N(C)CC(=O)Nc4ccccc4C(F)(F)F)cc3c2C1 (stereo unspecified),0,-8,6,2,-5,1,1,9,-2
CN(C)CCn1cnc2c1c(=O)[nH]c(=O)n2Cc1ccccc1,-8,-12,0,0,-2,-10,-3,1,1
O=C1N=C(N2CCCCC2)S/C1=C\c1ccncc1,-7,-4,0,0,5,1,9,0,-15
Cc1ccc(-c2noc(-c3c(C)noc3C)n2)cc1,-3,-30,-4,-1,-3,0,5,-1,-9
CC(=O)N(c1ccc(Cl)cc1)c1c[nH]c2ccccc12,3,-6,-1,7,-4,2,9,6,-8
CN(C(=O)c1cccc(C#N)c1)c1nnc(-c2ccccn2)s1,-1,1,-3,1,-7,1,0,6,3
CC(=O)c1ccc(NC(=O)C(C)OC(=O)C(C)Oc2cccc(C)c2)cc1 (stereo unspecified),-10,3,0,2,-5,-3,1,-1,-9
O=C(CN1C(=O)C2C3CCC(C3)C2C1=O)Oc1ccc2ccccc2c1 (stereo unspecified),-4,-2,5,8,-11,6,-3,8,14
Cc1onc(-c2ccccc2Cl)c1C(=O)N(C)CC(=O)Nc1ccc(F)c(F)c1F,-1,1,0,2,3,-2,-1,6,8
Cc1ccc(C)c(-c2nnc(NC(=O)C3=COCCO3)o2)c1,-4,-7,11,2,-2,2,2,5,-6
O=C1CSC(c2ccc([N+](=O)[O-])cc2)N1c1ccc(O)cc1 (stereo unspecified),-2,-12,6,5,-3,-2,4,2,-10
Cc1nc(-c2cccc(S(=O)(=O)N3CCOCC3)c2)cs1,-7,-10,-10,2,2,1,-1,-1,4
O=C(O)c1ccccc1C(=O)N1CCN(c2ccccc2)CC1,-3,-12,-9,0,7,-1,9,13,-18
Cc1nnc(SCC2=C(C(=O)O)N3C(=O)C(NC(=O)Cn4cnnn4)C3SC2)s1 (stereo unspecified),-1,-9,20,7,-16,-1,3,1,-25
O=C(OCCCc1cc2ccccc2c(=O)o1)c1ccco1,-8,-1,1,3,5,4,9,14,-1
CSCCC(NC(=O)COc1ccccc1)C(=O)N1CCN(c2ccccc2O)CC1 (stereo unspecified),-3,9,2,4,-6,2,-7,3,12
CC1C(=O)CCC1(C(=O)O)c1ccccc1 (stereo unspecified),-3,2,-3,0,-7,1,6,13,-8
CCOC(=O)c1c(NC(=O)c2ccco2)sc2c1CCCCC2,-3,-1,9,-2,-1,1,10,3,-13
COc1ccccc1/C=N/n1c(N)c(C(=O)NC2CCCCC2)c2nc3ccccc3nc21,-3,0,4,0,-1,2,11,5,-2
COc1ccc(-c2c(C(=O)O)c(C(=O)O)c3n2CCC3)cc1,-4,-4,3,0,4,-2,13,-2,-8
COC(=O)[C@@H](NC(=O)NCc1ccc(F)cc1)C(C)C,-5,8,-3,1,7,0,7,4,-3
CCOC(=O)c1ccc(NC(=O)Nc2cc(C)on2)cc1,1,3,7,5,-10,6,-8,21,6
CCC1(C)Nc2ccccc2C(=O)N1O (stereo unspecified),-2,-4,16,1,-10,0,4,3,-3
CC(C)N(C(=O)/C=C/c1cccc([N+](=O)[O-])c1)C(C)C,-10,-7,0,0,2,-3,11,6,-8
Cc1c(/C=N/O)c2ccccn2c1C(=O)c1ccc(F)cc1,-7,3,13,2,-5,-4,5,0,-10
CC(NC(=O)CSc1nc2ccccc2c(=O)n1CCCO)c1ccccc1 (stereo unspecified),-2,6,2,5,-5,3,2,9,-1
Cn1c(=O)c2c(nc(SCCN3CCCCC3)n2Cc2ccc(Cl)cc2)n(C)c1=O,-7,4,20,1,-3,-13,-26,9,33*

# Structures shown so far that have a thiophene ring, fused or not:
SMILES,M1 ag,M4 antag,M5 antag,CHRM4 agonist,M5 PAM,M5 ag,CHRM1 PAM,TAAR1 ag,CHRM1 antagonist
CCc1nc(SCC(=O)OC)c2c3c(sc2n1)COC(C)(C)C3,-10,2,12,1,-2,-3,-4,5,2
CCOC(=O)c1c(NC(=O)c2ccco2)sc2c1CCCCC2,-3,-1,9,-2,-1,1,10,3,-13

# Further results
SMILES,M1 ag,M4 antag,M5 antag,CHRM4 agonist,M5 PAM,M5 ag,CHRM1 PAM,TAAR1 ag,CHRM1 antagonist
Cc1ccccc1N1CCN(S(=O)(=O)c2nnc(NC(=O)CC(C)C)s2)CC1,-4,0,2,0,-2,1,7,0,-13
COc1ccccc1C1C(C(N)=O)=C(C)Nc2nc(-c3ccc(Cl)cc3)nn21 (stereo unspecified),-3,4,3,0,0,1,-3,2,2
Cc1cc2n(n1)C(c1sccc1C)Nc1ccccc1-2 (stereo unspecified),-6,16,1,0,2,-1,0,1,3
COc1ccc(N2CCN(C(=O)CNC(=O)c3ccccc3Cl)CC2)cc1,-3,-4,4,2,1,1,0,0,3
CCOc1ccc(OCCOCCN2CCOCC2)cc1,-5,-1,-5,2,15,1,-9,2,-12
C1CCN(c2nc3nonc3nc2N2CCCCC2)CC1,-12,7,0,0,-1,0,0,·,-1
Cc1cc(N)n2nc(-c3ccccc3)c(-c3ccccc3)c2n1,1,-4,3,0,-2,2,11,·,-22
Cc1ccc(NC(=O)C2CC(=O)N(C(C)c3ccccc3)C2)cc1 (stereo unspecified),-2,11,13,0,-2,-1,7,-2,-10
Cc1nc(C)n(CC(O)COc2ccc3cc(Br)ccc3c2)n1 (stereo unspecified),0,21,-7,7,-2,7,8,6,-9
COC(=O)C(NC(=O)c1ccccc1)=C1CCCCC1,-4,-6,1,0,2,-4,8,9,-12
CCOC(=O)CN1CC23C=CC(O2)C(C(=O)NC2CCCC2)C3C1=O (stereo unspecified),-2,-9,-2,2,0,1,-1,0,-5

# Some of the compounds tested, so the mix of outcomes need not match the whole.
